# Anthrax LF inh2 = anthrax lethal factor protease inhibition; inhibition, % at 10 µM; hit rate 0.12% among 360,000; AID 588501; multiplex microsphere protease cleavage assay, LF; P15917; further: plate controls were buffer without enzyme for full effect and enzyme alone for no effect
# Target sequence (P15917 whole entry, looked up): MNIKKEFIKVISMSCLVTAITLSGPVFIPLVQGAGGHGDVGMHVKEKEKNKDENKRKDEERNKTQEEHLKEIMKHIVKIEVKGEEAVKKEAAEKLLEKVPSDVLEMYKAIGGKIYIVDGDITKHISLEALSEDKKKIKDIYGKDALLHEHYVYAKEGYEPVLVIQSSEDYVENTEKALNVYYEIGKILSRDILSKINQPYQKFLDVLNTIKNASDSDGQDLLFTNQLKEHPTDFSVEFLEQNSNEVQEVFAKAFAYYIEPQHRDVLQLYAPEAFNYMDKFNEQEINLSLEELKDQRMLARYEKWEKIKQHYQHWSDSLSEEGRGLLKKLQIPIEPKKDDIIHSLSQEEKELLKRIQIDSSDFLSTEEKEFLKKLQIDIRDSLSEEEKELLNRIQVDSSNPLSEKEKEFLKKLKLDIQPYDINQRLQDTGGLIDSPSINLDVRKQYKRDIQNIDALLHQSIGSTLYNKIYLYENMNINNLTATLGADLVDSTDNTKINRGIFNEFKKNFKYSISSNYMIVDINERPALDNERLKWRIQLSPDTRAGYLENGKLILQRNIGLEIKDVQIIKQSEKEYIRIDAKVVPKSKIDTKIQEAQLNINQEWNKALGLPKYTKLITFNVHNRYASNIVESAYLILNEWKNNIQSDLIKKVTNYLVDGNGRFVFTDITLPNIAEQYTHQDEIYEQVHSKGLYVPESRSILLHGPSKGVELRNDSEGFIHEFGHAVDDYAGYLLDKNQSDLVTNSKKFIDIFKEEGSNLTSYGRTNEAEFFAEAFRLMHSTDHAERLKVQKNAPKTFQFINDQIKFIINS
# MazEF act = increases E. coli MazEF RNase cleavage of RNA. P0AE70. FAM/BHQ RNA-DNA oligo cleavage fluorescence, 5 h. hit rate 0.32% among 350,000. activation, % at 20 µM; in the data active means activation above about 50%
# Target sequence (P0AE70 whole entry, looked up): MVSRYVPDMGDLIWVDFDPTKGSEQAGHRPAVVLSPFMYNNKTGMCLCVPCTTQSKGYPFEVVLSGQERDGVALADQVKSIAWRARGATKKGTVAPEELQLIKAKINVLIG
# Rv3671c protease = inhibits the M. tuberculosis serine protease Rv3671c; hit rate 0.048% among 320,000; inhibition, % at 5.96 µM; AID 2606; in the data active means inhibition above about 38%;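 further: extracellular domain of Rv3671c used as enzyme; 0% = enzyme with DMSO and 100% = no enzyme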
# BoNT A protease = inhibitors of Botulinum neurotoxin A light chain protease | hit rate 0.17% among 360,000 | multiplex microsphere protease substrate cleavage, flow cytometry | inhibition, % at 10 µM | AID 588499; further: plate controls were buffer without enzyme for full effect and enzyme alone for no effect
# VHR inh abs = inhibitors of human VHR1 phosphatase (DUSP3). P51452. recombinant VHR phosphatase, pNPP absorbance. inhibition, % at 13.3 µM. hit rate 0.52% among 290,000; in the data active means inhibition above about 50%; further: some compounds called inactive have numbers as strong as hits
# BoNT-F LC inh = inhibitors of Botulinum neurotoxin F light chain protease | Multiplex microsphere protease cleavage assay, flow cytometry | inhibition, % at 10 µM | hit rate 0.22% among 360,000; in the data active means inhibition above about 35%, passing the limit was not always enough; inconclusive means no clear call, values can overlap the other calls; further: plate controls were buffer without enzyme for full effect and enzyme alone for no effect
# CCHFV vOTU inh = blocks the CCHF virus ovarian tumor domain protease; inhibition, % at 11.5 µM; hit rate 0.55% among 370,000; CCHFV vOTU protease, Pep-AMC fluorescence; AID 651958; in the data active means inhibition above about 30%; further: 0% = vehicle wells with enzyme and 100% = no enzyme wells
# SSB-PriA inh = inhibitors of Klebsiella pneumoniae PriA binding to SSB C-terminal tail; AID 1272365; AlphaScreen SSBct-PriA binding, biotinylated peptide; hit rate 0.6% among 430,000; inhibition, % at 33 µM; in the data active means inhibition mostly above about 37%, no sharp cut-off; inactive means mostly below about 20%;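 further: plate controls were negative control peptide for no effect and reference peptide for full effect; strong numbers were not always called active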
# PrPC surface inh = reduces human prion protein on the cell surface; P04156; cell surface PrPC, TR-FRET read-out; inhibition, % at 13.8 µM; hit rate 0.43% among 370,000; in the data active means inhibition above about 24%; further: 0% = median of the test wells and 100% = reference compound wells
# 3CLpro inhibitor = SARS-CoV 3CLpro protease inhibition; P0C6X7; recombinant SARS-CoV 3CLpro, quenched FRET peptide cleavage; inhibition, % at 6 µM; hit rate 0.14% among 290,000; AID 1706; in the data active means inhibition above about 12%
# * = called active by the depositor; ? = inconclusive; · = no result given; & = joins results of further samples. Unless noted, no stated cut-off is given here; in the data, active means inhibition above about 30%; inconclusive means no clear call, values can overlap the other calls; inactive means below that.
SMILES,Anthrax LF inh2,MazEF act,Rv3671c protease,BoNT A protease,VHR inh abs,BoNT-F LC inh,CCHFV vOTU inh,SSB-PriA inh,PrPC surface inh,3CLpro inhibitor
Cc1ccc(C2C=C(c3ccccc3OC(F)F)Nc3ncnn32)cc1 (centres undefined),5,7,-9,0.6,-2,3,-17,2,-5,5
CC(C)(C)OC(=O)[C@H](CCCCN)NC(=O)c1nc[nH]c1C(=O)N[C@@H](CCCCN)C(=O)OC(C)(C)C,-4,4,0,-0.4,·,-5,-1,-19,-3,·
CCCn1c(N)c(N(CCOC)C(=O)c2ccc(S(=O)(=O)N3CCOCC3)cc2)c(=O)[nH]c1=O,-9,-3,·,-0.4,·,-4,-5,-10,6,·
COc1cc(OC)c(C(=O)Nc2cccc(C(C)=O)c2)cc1OC,-1,4,-4,0.1,4,0,8,-2,20,-2
O=C1N=c2ccccc2=C1c1c(O)[nH]c2c(C(F)(F)F)cccc12,-4,3,8,3.0,10,-7,-12,-3,2,-2
CS(=O)(=O)N(CC(=O)N1CCCC1)c1ccccc1F,-15,10,-1,1.6,0,?,1,16,8,-5
O=C(NCc1ccccc1Cl)c1csc2c1CCCCC2,-4,25,8,0.8,36,1,12,-12,-4,4
CC1CN(CC(=O)Nc2ccc(Br)cn2)CC(C)O1 (centres undefined),11,8,3,-1.3,6,?,-10,-4,4,3
O=C(c1cc(Sc2ccc(Cl)cc2)nc2ccccc12)N1CCN(c2ccccn2)CC1,0,-4,0,-1.0,13,-3,9,1,11,0
O=C(NCCOCCOCCNC(=O)c1ccccc1)c1ccccc1,0,6,-2,-0.2,6,-4,6,-2,-3,2
CC1(C)CC(=O)C2=C(C1)OC1=C(C2)C(=O)CC(C)(C)C1,16,-2,-6,3.4,5,30,3,3,7,-4
Nc1nc(NC(=O)C(Cl)(Cl)Cl)nn1-c1ccccc1,2,-6,6,0.4,2,11,11,28,-4,-1
CC1(C)CC2CC(C)(CN2S(=O)(=O)c2cccc(C(=O)OCC(N)=O)c2)C1 (centres undefined),4,1,-4,-7.7,·,-3,13,-3,4,·
COc1cccc(NC(=O)COC(=O)CCS(=O)(=O)c2ccc(C)cc2)c1,-1,4,7,-0.1,17,-3,0,1,-2,-2
Cn1c(SCC(=O)NCc2ccc3c(c2)OCO3)nnc1-c1c[nH]c2ccccc12,-2,3,-1,?,-11,-5,·,0&-10,·,-1
O=C(NCc1cccnc1)c1cn(CCc2ccccc2)nn1,-1,2,6,0.8,-2,11,8,-26,-3,-7
O=C1CCc2cc(S(=O)(=O)N3CCC(C(=O)NCc4ccccn4)CC3)ccc2N1,-1,·,4,0.8,-18,3,4,·,-3,2
CC(=O)Nc1ccc(-c2csc(-c3cccnc3)n2)cc1,-14,0,-15,0.3,-13,11,8,-14,-20,1
COc1ccc(-c2cc(=O)oc3cc(OC(C)C(=O)Nc4ccc(CN5CCOCC5)cc4)ccc23)cc1 (centres undefined),-1,-1,-10,-3.4,1,-6,0,-5,-14,-1
COc1ccc(-c2nc(C)sc2CC(=O)O)cc1OC,-2,3,-19,-0.5,26,-12,-4,10,-4,3
CCCC(=O)NC(c1ccccc1OC)c1ccc2cccnc2c1O (centres undefined),-2,12,7,-1.3,16,0,·,1,·,4
Cc1cc(=O)oc2c(CN(CC(C)C)CC(C)C)c(O)ccc12,·,0,-3,·,21,·,-279,-13,-3,0
CCC(=O)N1CCC1(C)C(=O)Nc1ccc2scnc2c1 (centres undefined),0,·,·,-0.5,·,-4,-5,·,1,·
Cc1cc(S(=O)(=O)NCCc2ccccc2)c(C)s1,-2,-6,1,-1.1,4,-6,0,-14,-1,2
Cc1ccc(-c2csc(C(C#N)=C(O)CN3CCN(C(=O)c4ccco4)CC3)n2)cc1,-2,-4,·,-0.2,·,-2,4,9,-9,·
SMILES,Anthrax LF inh2,MazEF act,Rv3671c protease,BoNT A protease,VHR inh abs,BoNT-F LC inh,CCHFV vOTU inh,SSB-PriA inh,PrPC surface inh,3CLpro inhibitor
CC(C)N(Cc1ccccc1)C(=O)c1ccc2c(c1)OCO2,1,-3,5,0.9,12,-1,-7,-6,-4,2
CCn1c(=O)c2ccccc2n2c(SCC(=O)N3CCCc4ccccc43)nnc12,-3,-6,2,-3.7,·,-6,-7,-14,0,2
O=C1Nc2ccccc2CCc2ccccc21,0,-3,3,-0.7,·,-8,-7,0,-1,·
CCn1cc(/C=N\NC(=O)c2c[nH]c3ccccc23)c(C)n1,-1,-9,6,-0.6,-11,-16,2,·,6,-5
O=C(c1cccc(C(F)(F)F)c1)C1CCCN(C(=O)CCc2cnccn2)C1 (centres undefined),-4,-2,-8,-0.7,5,-6,-4,-7,-8,-5
Cc1c(C(=O)Nc2ccc(Cl)cc2)c2ccccn2c1C(=O)c1ccccc1,-6,-2,-20,-0.5,-1,-2,-15,-5,-2,0
Cc1ccccc1N(CC(=O)N1CCOCC1)S(C)(=O)=O,-8,-3,1,-1.0,35,-4,7,-18,7,1
NC(=O)COC(=O)C(Cc1ccccc1)NS(=O)(=O)c1ccccc1F (centres undefined),-3,-4,-1,-0.6,0,-17,-2,-12,7,·
O=C(Nc1ccc(Oc2ccc(Cl)cc2)c(Cl)c1)c1cc(I)cc(I)c1O,-5,-28,-2,-1.5,13,-24,2,-7,0,7
CC1CN(C(=O)c2cc(-c3ccncc3)nc3ccccc23)CC(C)O1 (centres undefined),-6,1,0,0.6,·,2,-8,-4,-11,·
Cn1c(N)c(C(=O)COC(=O)CCCc2nc3ccccc3s2)c(=O)n(C)c1=O,-4,3,1,0.4,30,2,12,-17,6,0
O=C(COC(=O)CCSc1ccccc1)Nc1ccccc1,-5,4,-3,-0.3,·,-5,-2,-10,-2,·
COC(=O)c1ccc(C(C(=O)NC2CCCCC2)N(Cc2ccccc2)C(=O)Cc2cccs2)cc1 (centres undefined),-1,-5,-7,-0.3,-4,-4,5,2,3,2
CCN=C1S/C(=C\c2ccc(OCC)c(OC)c2)C(=O)N1CC,-2,0,0,-1.0,21,-4,17,1,-2,0
CCCCC(C(=O)OCC)C(N)Cc1ccc(F)cc1 (centres undefined),3,4,4,-0.2,20,-5,8,2,11,1
O=S(=O)(Nc1ccc(Cl)nn1)c1ccccc1,0,-4,-3,5.8,17,38*,12,-4,-7,9
CN1CC[C@@H]2C(=O)N3CCc4ccc(-c5ccc6c(c5)OCO6)cc4[C@@H]3C[C@@H]21,-8,-7,·,0.0,·,-2,-5,11,-10,·
CCOC(=O)c1[nH]c(C)c(C(=O)N2CCN(c3ccccc3)CC2)c1C,-1,-7,4,-0.5,6,1,-8,20,-6,-1
CN(C)CCn1c2c(c(SCC(=O)Nc3ccccc3C(F)(F)F)nc1=O)CCCC2,2,6,-2,-3.1,·,-7,13,0,1,·
Cc1c(-c2ccccc2)nc2ccccc2c1C(=O)O,-2,-4,5,1.4,0,1,·,10&-10,·,-2
O=C(O)COc1ccccc1C=NNc1ccc([N+](=O)[O-])cc1S(=O)(=O)Nc1ccc(Cl)cc1,6,-15,-21,0.0,·,-9,22,-10,-9,·
CCOC(=O)C(CC)Sc1nc2c(c(=O)[nH]c(=O)n2C)n1C/C=C(/C)Cl (centres undefined),-3,-6,6,0.1,-27,15,9,12,0,2
CCN(C(=O)C1CCN(S(=O)(=O)c2ccc3c(c2)oc(=O)n3C)CC1)c1cccc(C)c1,-4,7,2,-0.4,0,-2,-9,-1,3,0
CN(C)c1cccc(C(=O)OCc2cc(=O)oc3cc(O)ccc23)c1,1,-1,-6,-2.2,6,-30,-19,5,-5,-5
O=C(Nc1ccc(OC(F)(F)F)cc1)Oc1ccccc1N1CCOCC1,?,-17,5,?,13,?,4,2,3,0
SMILES,Anthrax LF inh2,MazEF act,Rv3671c protease,BoNT A protease,VHR inh abs,BoNT-F LC inh,CCHFV vOTU inh,SSB-PriA inh,PrPC surface inh,3CLpro inhibitor
O=C(Nc1ccccc1Cl)c1ccc(S(=O)(=O)NCC2CCCO2)cc1 (centres undefined),-4,9,8,-1.8,7,-5,0,5,2,-1
O=C(CN1C(=O)COc2ccc(Cl)cc21)N1CCc2ccccc21,-1,1,-12,0.8,5,-9,-4,-7,-1,-6
Clc1ccccc1-c1ccc2ncnc(NCc3ccc4c(c3)OCO4)c2c1,-10,3,-25,-0.6,·,-7,-7,-1,3,·
Clc1ccc(SCCn2ccnc2)cc1,0,-2,1,-0.5,19,4,18,-7,0,1
Cc1ccc(C(=O)OCCN2CCN(c3ncc(C(F)(F)F)cc3Cl)CC2)cc1,-1,-9,-2,-0.1,24,3,-6,-33,2,-5
Cc1cc(C)c(C#N)c(SCc2ccccc2C(=O)O)n1,-3,-3,-21,-0.2,15,-20,-7,-18,-3,-5
Cc1ccc(NC(=O)CNC(=O)N2CC(=O)Nc3ccccc32)cc1F,-1,-11,2,3.4,62,5,-1,-16,-7,0
CN(CC(=O)Nc1cccc2c1CCCC2)S(=O)(=O)c1ccc(Cl)cc1,-2,3,1,-0.4,24,-6,-3,-7,0,0
COc1cc(NC(=S)NNC(=O)C(C)(C)O)cc(OC)c1,-1,1,1,-0.8,22,-4,8,-10,-3,2
CCOC(=O)[C@@H]1C(c2c(OC)cc(OC)cc2OC)=NO[C@@H]1C(=O)OCC,2,0,-17,-0.7,2,-2,4,0,-3,-8

# Part of the list above, reformatted.
# The line under a structure holds: Anthrax LF inh2 | MazEF act | Rv3671c protease | BoNT A protease | VHR inh abs | BoNT-F LC inh | CCHFV vOTU inh | SSB-PriA inh | PrPC surface inh | 3CLpro inhibitor
Cc1c(-c2ccccc2)nc2ccccc2c1C(=O)O
  -2 | -4 | 5 | 1.4 | 0 | 1 | · | 10&-10 | · | -2
O=C(O)COc1ccccc1C=NNc1ccc([N+](=O)[O-])cc1S(=O)(=O)Nc1ccc(Cl)cc1
  6 | -15 | -21 | 0.0 | · | -9 | 22 | -10 | -9 | ·
CCOC(=O)C(CC)Sc1nc2c(c(=O)[nH]c(=O)n2C)n1C/C=C(/C)Cl (centres undefined)
  -3 | -6 | 6 | 0.1 | -27 | 15 | 9 | 12 | 0 | 2
CCN(C(=O)C1CCN(S(=O)(=O)c2ccc3c(c2)oc(=O)n3C)CC1)c1cccc(C)c1
  -4 | 7 | 2 | -0.4 | 0 | -2 | -9 | -1 | 3 | 0
CN(C)c1cccc(C(=O)OCc2cc(=O)oc3cc(O)ccc23)c1
  1 | -1 | -6 | -2.2 | 6 | -30 | -19 | 5 | -5 | -5
O=C(Nc1ccc(OC(F)(F)F)cc1)Oc1ccccc1N1CCOCC1
  ? | -17 | 5 | ? | 13 | ? | 4 | 2 | 3 | 0
O=C(Nc1ccccc1Cl)c1ccc(S(=O)(=O)NCC2CCCO2)cc1 (centres undefined)
  -4 | 9 | 8 | -1.8 | 7 | -5 | 0 | 5 | 2 | -1
O=C(CN1C(=O)COc2ccc(Cl)cc21)N1CCc2ccccc21
  -1 | 1 | -12 | 0.8 | 5 | -9 | -4 | -7 | -1 | -6
Clc1ccccc1-c1ccc2ncnc(NCc3ccc4c(c3)OCO4)c2c1
  -10 | 3 | -25 | -0.6 | · | -7 | -7 | -1 | 3 | ·
Clc1ccc(SCCn2ccnc2)cc1
  0 | -2 | 1 | -0.5 | 19 | 4 | 18 | -7 | 0 | 1
Cc1ccc(C(=O)OCCN2CCN(c3ncc(C(F)(F)F)cc3Cl)CC2)cc1
  -1 | -9 | -2 | -0.1 | 24 | 3 | -6 | -33 | 2 | -5
Cc1cc(C)c(C#N)c(SCc2ccccc2C(=O)O)n1
  -3 | -3 | -21 | -0.2 | 15 | -20 | -7 | -18 | -3 | -5
Cc1ccc(NC(=O)CNC(=O)N2CC(=O)Nc3ccccc32)cc1F
  -1 | -11 | 2 | 3.4 | 62 | 5 | -1 | -16 | -7 | 0

# Compound activity from PubChem BioAssay.

# A portion of the library; the hit share may differ from the screen's.
